Screens as filed in PubChem BioAssay.
mIDH1 inhibitor: blocks human mutant IDH1 R132H enzyme; IDH1-R132H enzyme, NADPH consumption, diaphorase/resazurin fluorescence; Potency, µM (highest dose often 76.6 µM), without a hit: at the top dose activity change, negative = inhibition, usual class: inhibitors; O75874; AID 602179; actives 0.093% (n = 390,000); further: on the % scale 0 is the no-effect control and ±100 the full control effect; nearly all actives have a fitted effect of over 65% in size
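IDH1-R132H (0.5 ug/mL dispensed) in pH 7.5 Tris buffer was preincubated 30 min with compound, then given a substrate mix of 0.016 mM NADPH and 2 mM alpha-KG for 80 min at room temperature; remaining NADPH was read by diaphorase/resazurin fluorescence.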
Vif-A3G inh: Vif-A3G binding inhibition; Q9HC16; HeLa A3G-eYFP + Vif (tagged APOBEC3G with the HIV-1 protein that degrades it), YFP fluorescence, overnight; Potency, µM (titrated, usually from 46.1 µM), inactives show top-dose activity, negative = active, most hits filed as inhibitors; actives 0.076% (n = 410,000);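 further: on the % scale 0 is the no-effect control and ±100 the full control effect; nearly all actives have a fitted effect of over 60% in size; hits raise eYFP signal because A3G escapes Vif-driven loss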
Target sequence (Q9HC16 whole entry, looked up): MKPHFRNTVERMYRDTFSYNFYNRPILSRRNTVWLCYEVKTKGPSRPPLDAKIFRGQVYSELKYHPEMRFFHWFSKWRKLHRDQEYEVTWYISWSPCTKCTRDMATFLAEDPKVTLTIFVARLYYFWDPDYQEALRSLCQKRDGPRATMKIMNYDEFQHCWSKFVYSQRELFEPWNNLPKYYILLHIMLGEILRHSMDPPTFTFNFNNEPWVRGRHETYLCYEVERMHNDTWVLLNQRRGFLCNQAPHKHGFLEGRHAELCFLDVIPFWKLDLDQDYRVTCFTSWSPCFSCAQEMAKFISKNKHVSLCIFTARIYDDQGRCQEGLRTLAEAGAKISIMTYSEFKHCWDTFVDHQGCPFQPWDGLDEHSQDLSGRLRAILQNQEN
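Read-out is eYFP fluorescence (Ex 488/Em 500-530) from Vif-expressing HeLa A3G-eYFP cells; more signal means A3G escaped Vif-mediated degradation. Cells plated overnight, compound pinned in, incubated overnight at 37 deg C.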
RGS4 inh: blocks human RGS4-accelerated GTP hydrolysis; Potency, µM (top dose mostly 114 µM), without a hit: at the top dose activity change, negative = inhibition, hits mostly inhibitors; actives 0.039% (n = 390,000); Transcreener GDP fluorescence polarization, RGS4-accelerated GTP hydrolysis; P49798; further: on the % scale 0 is the no-effect control and ±100 the full control effect; nearly all actives have a fitted effect of over 75% in size; some results filed as inactive show a strong effect at the top dose
Target sequence (P49798 whole entry, looked up): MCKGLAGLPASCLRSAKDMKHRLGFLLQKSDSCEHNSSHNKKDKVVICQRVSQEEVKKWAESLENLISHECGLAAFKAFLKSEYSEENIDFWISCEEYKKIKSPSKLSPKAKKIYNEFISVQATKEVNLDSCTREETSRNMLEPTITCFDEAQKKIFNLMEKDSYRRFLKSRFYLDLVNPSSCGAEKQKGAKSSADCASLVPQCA
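MLSMR compounds (23 nl, pin-transferred) preincubated 10 min at room temperature with a 500nM (2x) first reagent, then RGS4 at 900nM (2x) plus Transcreener GDP mix added; fluorescence polarization (620/688 nm) read before and after 90 min at 30 °C.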
USP1 inh: blocks the human USP1/UAF1 deubiquitinase complex. AID 743255. recombinant USP1/UAF1, Ub-Rhodamine cleavage fluorescence. Potency, µM (doses to about 57.1 µM), for inactives: top-dose activity change, negative = inhibition, most hits filed as inhibitors. O94782. actives 0.23% (n = 390,000); further: on the % scale 0 is the no-effect control and ±100 the full control effect; nearly all actives have a fitted effect of over 60% in size; inactives centre near -12
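High-throughput fluorogenic screen: 1nM USP1/UAF1 complex, Ub-Rho substrate 150nM final, 50mM HEPES pH 7.8 with 0.5mM EDTA, 0.1 mg/ml BSA, 1mM TCEP and 0.01% Tween-20.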
TrxR1 inh: rat TrxR1 inhibition; O89049; recombinant rTrxR1, NADPH fluorescence consumption, selenite substrate; Potency, µM (top dose mostly 114 µM), for inactives: top-dose activity change, negative = inhibition, hits mostly inhibitors; actives 1% (n = 390,000); further: on the % scale 0 is the no-effect control and ±100 the full control effect; nearly all actives have a fitted effect of over 65% in size
Target sequence (O89049 whole entry, looked up): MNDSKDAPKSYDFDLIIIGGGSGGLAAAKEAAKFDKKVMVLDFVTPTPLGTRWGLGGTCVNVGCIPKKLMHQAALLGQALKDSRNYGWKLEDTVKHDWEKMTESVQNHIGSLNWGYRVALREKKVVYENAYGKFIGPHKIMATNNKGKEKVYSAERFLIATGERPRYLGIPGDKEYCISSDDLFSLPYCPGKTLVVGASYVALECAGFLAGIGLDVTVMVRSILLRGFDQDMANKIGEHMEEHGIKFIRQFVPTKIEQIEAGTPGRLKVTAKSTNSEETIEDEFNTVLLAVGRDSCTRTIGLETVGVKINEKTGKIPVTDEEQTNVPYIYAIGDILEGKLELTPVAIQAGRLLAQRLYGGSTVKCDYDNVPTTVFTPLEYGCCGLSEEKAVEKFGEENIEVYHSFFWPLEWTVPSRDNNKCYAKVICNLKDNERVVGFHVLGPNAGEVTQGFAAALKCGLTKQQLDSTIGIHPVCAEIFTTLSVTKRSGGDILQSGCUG
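Rat TrxR1 (90 nM in the dispensed reagent) was pre-reduced with 400 uM NADPH for 5 min at room temperature, then incubated with compound for 15 min. After 400 uM selenite was added, NADPH fluorescence (Ex 340/Em 450 nm) was followed for 8 min.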
TrxR1 substrate: rat thioredoxin reductase 1 substrate activity. O89049. purified TrxR1 substrate turnover, NADPH consumption readout. actives 0.01% (n = 390,000). Potency, µM (doses to about 114 µM), for the others: at the highest dose activity change, negative = substrate turnover; further: on the % scale 0 is the no-effect control and ±100 the full control effect; nearly all actives have a fitted effect of over 50% in size
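Rat TrxR1, dispensed at 90 nM, was prereduced with 400 uM NADPH (final) for 5 min at ~22 deg C, then incubated with compound 15 min before 400 uM selenite. A first-read NADPH fluorescence drop versus no-compound background flagged substrates.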
Vif-A3F inh: Vif-A3F binding inhibition; HeLa A3F-eYFP + Vif (tagged APOBEC3F with the HIV-1 protein that degrades it), YFP fluorescence increase; Potency, µM (top dose mostly 46.1 µM), for inactives: top-dose activity, negative = active; actives 0.2% (n = 390,000); AID 602313; further: % of control where 0% means no effect; nearly all actives have a fitted effect of over 65% in size
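HeLa cells stably expressing Vif plus C-terminally eYFP-tagged A3F were seeded, incubated overnight at 37 deg C, dosed with compound, incubated overnight again at 37 deg C. Yellow fluorescence (Ex 488/Em 500-530) reported blocked Vif-mediated A3F-eYFP degradation.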
RXFP1 agonist: RXFP1 (human) receptor agonism | HEK293T-RXFP1 cAMP TR-FRET, 30 min; response scale: percent of porcine relaxin response, buffer zero | Potency, µM (highest dose often 57.5 µM), without a hit: at the highest dose activation, actives largely listed as activators | actives 0.3% (n = 370,000) | AID 2676; further: on the % scale 0 is the no-effect control and ±100 the full control effect; nearly all actives have a fitted effect of over 60% in size; many of its hits are not listed in these tables
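HEK293 cells stably expressing RXFP1, treated 30 min at 37C with compounds plus PDE4 inhibitor Ro 20174; cAMP measured by HTRF TR-FRET. Normalized to buffer and 29 nM porcine relaxin; EC50 by Hill fit.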
12-LOX inh: inhibitors of human 12S-lipoxygenase ALOX12. P18054. purified 12hLO, xylenol orange hydroperoxide absorbance. Potency, µM (doses to about 108 µM), inactives show top-dose activity change, negative = inhibition, most hits filed as inhibitors. actives 1.1% (n = 580,000); further: on the % scale 0 is the no-effect control and ±100 the full control effect
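Hydroperoxide product was detected by ferrous iron/xylenol orange as the 573 to 405 nm absorbance ratio. Arachidonic acid at 40 uM (final) was turned over for 30 min at room temperature by 150 nM human 12hLO, pH 7.0 Hepes buffer, after 15 min compound preincubation.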
Numbers without * were called inactive; ? = inconclusive; . = no result given; & = joins results of further samples; [ ] = dose if it differs, or a comment. The call rests on the fitted dose curve; in most records, active means well fitted curve in the direction sought with a large enough effect; inconclusive means small, poorly fitted or top-dose-only effect, or another doubt; inactive means no such curve, though single readings can be large; an effect the other way counts as inactive or inconclusive. Potency means the concentration at half of the fitted maximal effect. An excerpt; count on the stated rates, not on these rows.

SMILES	mIDH1 inhibitor	Vif-A3G inh	RGS4 inh	USP1 inh	TrxR1 inh	TrxR1 substrate	Vif-A3F inh	RXFP1 agonist	12-LOX inh
COc1ccc(/C=C\c2cc(OC)c(OC)cc2CC[N+](C)(C)C)cc1OC	20%	-2%	-13%	-13%	6%[57.1 µM]	24%[57.1 µM]	-8%	-7.1%	9%
CC(=O)Nc1sc(-c2ccc(Cl)cc2)nc1-c1ccccc1	-3%	0%	12%	-5%	6%	-1%	2%	0.0%	17%
CCOc1ccc(-n2c(SCC(N)=O)nnc2-c2cccnc2)cc1	4%	3%	5%	-2%	3%[57.1 µM]	2%[57.1 µM]	12%	-1.1%	0%
CN(C(=O)COC(=O)COc1ccccc1F)C1CCS(=O)(=O)C1 (stereo not drawn)	-10%	-1%	-11%	-10%	-6%	-5%	.	-1.8%	-6%
O=C(NCC1COc2ccccc2O1)C1CCN(S(=O)(=O)c2ccc(Cl)cc2)CC1 (stereo not drawn)	-7%	7%	-6%	-20%	19%	3%	6%	-1.0%	-21%
FC(F)(F)c1cc(-c2ccccc2)nc(NCc2cccs2)n1	2%	-4%	13%	-1%	-7%	-1%	-21%	0.0%	-21%
O=C(CSc1nnc(-c2cccs2)n1-c1ccccc1)NCc1ccco1	0%	1%	-8%[56.9 µM]	-7%	-10%	1%	-6%	0.4%	-7%
CCOC(=O)C1=C(CS(=O)(=O)c2c(C)cc(C)cc2C)NC(=O)NC1c1cccc(OC)c1 (stereo not drawn)	0%	-1%	-36%	-21%	17%	2%	4%	3.3%	1%
CCOc1ccc(C(=O)Cn2c(=O)n3nc(CCn4nc(C)cc4C)nc3c3cc(OC)c(OC)cc32)cc1	-27%	5%	-11%	-6%	2%[57.1 µM]	-8%[57.1 µM]	5%	?	-30%
O=c1c(NCc2cccs2)nccn1-c1ccc(F)cc1	-5%	1%	-7%	1%	0%[57.1 µM]	6%[57.1 µM]	1%	3.9%	-9%
Cc1cc(Cl)cc2sc(NC(=O)c3ccco3)nc12	4%	-2%	2%	-11%	8%[57.1 µM]	6%[57.1 µM]	-3%	4.0%	.
CC(C)(C)N1CC(C(=O)Nc2ccc(C(N)=O)cc2)CC1=O (stereo not drawn)	15%	-1%	.	-21%	.	.	-1%	.	-2%&2%
Cc1ccc(CN2C(=O)CC(c3ccc(Cl)cc3)c3c(C)nn(-c4nc(C)cc(C)n4)c32)cc1 (stereo not drawn)	-11%	-5%	26%	-25%	-3%	-14%	0%	-2.8%	-25%
O=C(Cn1c(NCCO)nc2ccccc21)c1ccc([N+](=O)[O-])cc1	-9%	3%	-14%	-29%	-28%	-15%	0%	-1.2%	0%
CCCN(CCC)c1nc(Cl)nc(NCCN2CCOCC2)n1	5%	-1%	1%	-14%	6%	2%[0.0914 µM]	0%	-3.7%	-1%
CCCCCn1c(=O)c(Cc2ccccc2)c(O)c2ccccc21	21%	4%	26%	-20%	7%	5%	3%	3.8%	5%
Cc1n[nH]c(=S)n1-c1cccc(Cl)c1	2%	-2%	-4%	-18%	?	-1%[11.4 µM]	-9%	-0.7%	-14%
Cc1ccnc(-n2sc3ccccc3c2=O)n1	1%	-8%	-147%	?	94%[activator]	-10%	?	0.2%	?
CC(=O)OC1CC(n2ccc(NC(=O)c3ccccc3)nc2=O)OC1CO (stereo not drawn)	4%	-2%	-5%	-7%	5%	0%	-3%	0.3%	0%
N#Cc1cc2c(nc1SCc1ccccc1)CCCCC2	-2%	-2%	-36%[11.4 µM]	-20%	9%[57.1 µM]	-10%[57.1 µM]	-12%	3.0%	-14%

Pulled by compound from the list above:
SMILES	mIDH1 inhibitor	Vif-A3G inh	RGS4 inh	USP1 inh	TrxR1 inh	TrxR1 substrate	Vif-A3F inh	RXFP1 agonist	12-LOX inh
Cc1n[nH]c(=S)n1-c1cccc(Cl)c1	2%	-2%	-4%	-18%	?	-1%[11.4 µM]	-9%	-0.7%	-14%
N#Cc1cc2c(nc1SCc1ccccc1)CCCCC2	-2%	-2%	-36%[11.4 µM]	-20%	9%[57.1 µM]	-10%[57.1 µM]	-12%	3.0%	-14%
CC(C)(C)N1CC(C(=O)Nc2ccc(C(N)=O)cc2)CC1=O (stereo not drawn)	15%	-1%	.	-21%	.	.	-1%	.	-2%&2%

Further compounds
SMILES	mIDH1 inhibitor	Vif-A3G inh	RGS4 inh	USP1 inh	TrxR1 inh	TrxR1 substrate	Vif-A3F inh	RXFP1 agonist	12-LOX inh
Cc1cccc(NC(=O)C2CCN(c3nccc(C)n3)CC2)c1	9%	0%	-7%	-15%	18%[57.1 µM]	13%[57.1 µM]	9%	0.6%	?
Cc1ccc(C(=O)NCCN2CCOCC2)c(Cl)c1	7%	-1%	25%	-19%	22%	6%	-5%	-0.9%	0%
Nc1nnnn1/N=C/c1cc(Cl)cc(Cl)c1OCc1ccc(Cl)cc1Cl	3%	2%	11%	-2%	-3%	-8%	-4%	2.1%	77%[activator]
O=C(NCc1ccccc1)C(c1ccco1)N(C(=O)c1csnn1)C1CC1 (stereo not drawn)	0%	-3%	10%	-17%	10%	2%	-6%	1.0%	26%
Cc1nc(CCNC(=O)COc2ccccc2)cs1	-5%	1%	10%	-9%	13%[57.1 µM]	2%[57.1 µM]	-1%	-0.6%	22%
COc1ccc(CN2CCc3c(c(=O)n4ncc(C(=O)N5CCN(c6ccccc6F)CC5)c4n3C)C2)cc1	-9%	4%	2%	8%	14%[57.1 µM]	9%[57.1 µM]	1%	0.7%	0%
Cc1nn(C(=O)c2cccc(F)c2)c(C)c1S(=O)(=O)N1CCCCCC1	0%	-6%	-8%	-10%	?	8%[57.1 µM]	-16%	3.2%	-12%
O=C(COC(=O)c1cncc(Br)c1)NCc1ccccc1	2%	4%	-16%	-15%	29%[57.1 µM]	7%[57.1 µM]	12%	-1.7%	-8%
COc1ccc(Oc2nc(-c3ccccn3)ncc2OC)cc1	4%	-1%	31%	-2%	24%	1%	-13%	-3.6%	?
COc1ccc(OC)c(NC(=O)Cn2c(-c3ccc(Cl)cc3)noc2=O)c1	9%	2%	-22%	-10%	13%	1%	1%	0.6%	3%
COc1ccc(C(=O)Nc2c3c(nn2-c2cccc(Cl)c2)CS(=O)C3)cc1 (stereo not drawn)	6%	0%	-10%	-14%	3%	0%	.	1.2%	0%
COc1ccc(CNC(=O)c2noc(C(C)C)c2[N+](=O)[O-])cc1	1%	1%	-22%	-12%	-6%	-10%	8%	0.9%	2%
CC1CCN(C(=O)/C(=C\c2ccco2)NC(=O)c2ccccc2)CC1	-5%	0%	-32%	?	-19%	1%	3%	3.1%	?
O=C(Nc1ccccc1C(=O)N1CCCC1)c1cccc(S(=O)(=O)N2CCCCC2)c1	-1%	0%	-3%	-2%	-2%[57.1 µM]	2%[57.1 µM]	-1%	0.3%	110%[activator]
COCCn1c(SCC(=O)Nc2cccc(F)c2)nc2c(c1=O)SCC2	1%	7%	-10%	-8%	4%	-1%	10%	-2.3%	29%
CCn1cc(CN(C)S(=O)(=O)c2ccc3ccccc3c2)c(C)n1	3%	-4%	-5%	-7%	-17%	-7%	8%	-0.9%	-1%
COc1ccc(N2CCN(C(=O)CN(c3ccccc3)S(C)(=O)=O)CC2)cc1	4%	-1%	-19%	-12%	10%	3%	11%	-0.1%	130%[activator]
O=C(NC1CCS(=O)(=O)C1)c1ccc(S(=O)(=O)N2CCCCC2)cc1 (stereo not drawn)	-3%	0%	-17%	-18%	13%[57.1 µM]	7%[57.1 µM]	10%	2.5%	?
Cc1ccc(Sc2cc(C(F)(F)F)nc(N(C)C)n2)cc1	3%	-1%	-27%	-6%	11%	-3%	-7%	4.3%	-4%
COc1ccccc1N1CCN(CCCN2C(=O)C3CCCCN3C2=O)CC1 (stereo not drawn)	4%	-3%	3%	-19%	25%	5%	-7%	.	0%
CN(C(=O)c1cccc(NC(=O)Cc2ccc([N+](=O)[O-])cc2)c1)C1CC1	-5%	7%	-11%	-15%	4%[57.1 µM]	6%[57.1 µM]	-5%	.	-3%
NC(=O)COc1cccc2cccnc12	3%	1%	-8%	-16%	4%[57.1 µM]	10%[57.1 µM]	-25%	1.0%	11%
Cc1ccccc1-c1nc(CN2CCC(C(=O)N3CCC(C(N)=O)CC3)CC2)c(C)o1	-9%	1%	27%	-10%	0%[57.1 µM]	0%[57.1 µM]	-10%	0.6%	2%

Structures from the list above containing a nitro group on carbon (3):
SMILES	mIDH1 inhibitor	Vif-A3G inh	RGS4 inh	USP1 inh	TrxR1 inh	TrxR1 substrate	Vif-A3F inh	RXFP1 agonist	12-LOX inh
O=C(Cn1c(NCCO)nc2ccccc21)c1ccc([N+](=O)[O-])cc1	-9%	3%	-14%	-29%	-28%	-15%	0%	-1.2%	0%
COc1ccc(CNC(=O)c2noc(C(C)C)c2[N+](=O)[O-])cc1	1%	1%	-22%	-12%	-6%	-10%	8%	0.9%	2%
CN(C(=O)c1cccc(NC(=O)Cc2ccc([N+](=O)[O-])cc2)c1)C1CC1	-5%	7%	-11%	-15%	4%[57.1 µM]	6%[57.1 µM]	-5%	.	-3%
